HepG2 viability: kills HepG2 cells in TGF-b inhibitor counter-screen. actives 0.76% (n = 410,000). HepG2 CAGA-GFP viability, ATP luminescence, 18 h. Potency, µM (titrated, usually from 46.1 µM), for the others: at the top dose activity change, negative = cytotoxicity, actives largely listed as cytotoxic. AID 588856; further: potency means the concentration at half of the fitted maximal effect; some results filed as inactive show a strong effect at the top dose
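CellTiter-Glo luminescence gave cytotoxicity after 18 hours at 37 degrees C. The cells were HepG2 CAGA-GFP in 1% FBS DMEM, stimulated with 500 pg/mL TGF-beta after compound addition. %Activity was normalised to no-cell wells (complete cell-killing) and DMSO (no toxicity), and curves were fitted and classified.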
A549 viability: A549 cytotoxicity, counter-screen for Nrf2 inhibitors; A549 ARE-Fluc cells, CellTiter-Fluor viability, 18-24 h; Potency, µM (highest dose often 46 µM), for the others: at the highest dose activity change, negative = cytotoxicity, most hits filed as inhibitors; actives 0.16% (n = 390,000); AID 504648; further: potency means the concentration at half of the fitted maximal effect; on the % scale 0 is the no-effect control and ±100 the full control effect
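A549 ARE_Fluc cells in 5% FBS OPTI-MEM were exposed to compounds in concentration-response for 18-24 h at 37 deg C. Viability was read by CellTiter-Fluor fluorescence (Ex 405/Em 525) after 30 min, before the luciferase read.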
pAkt inh: inhibitors of Akt phosphorylation; actives 0.32% (n = 360,000); Neuro2A IGF-stimulated pAkt S473 HTRF, 20 min; hits give low values; activity change, % for hits at 50 µM; in the data active means activity change below about -80%; inconclusive means mostly about -51% to -80%; further: on the % scale 0 is the no-effect control and ±100 the full control effect
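Neuro2A cells in DMEM with 0.5% FBS, overnight at 37 deg C, given compound at single 50 µM final, then IGF (6 nM final) for 20 min at 37 deg C. Lysed; phospho-Akt Ser473 by HTRF after 24 h, 665/615 ratio.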
Mm-Cpn inhibitor: blocks the Methanococcus maripaludis chaperonin Mm-Cpn; purified Mm-Cpn ATPase, ADP Transcreener TR-FRET; Potency, µM (highest dose often 76.9 µM), for the others: top-dose activity, negative = inhibition, usual class: inhibitors; actives 0.031% (n = 330,000); AID 504842; further: potency means the concentration at half of the fitted maximal effect; on the % scale 0 is the no-effect control and ±100 the full control effect; nearly all actives have a fitted effect of over 80% in size
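Purified archaeal Mm-CPN (25nM final) preincubated 10 min at 37degC with compound, then 10uM ATP for 30 min at 37degC; ADP measured by HTRF Transcreener TR-FRET; buffer 30 mM TRIS pH 7.4, 100mM KCl, 5mM MgCl2, 1mM DTT.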
Nrf2 ARE act: activates Nrf2 signaling; AREc32 ARE-luciferase reporter (MCF7-derived line), luminescence, 24 h; actives 0.31% (n = 410,000); Potency, µM (highest dose often 46.1 µM), inactives show at the highest dose activation, most hits filed as activators; AID 624171; further: potency means the concentration at half of the fitted maximal effect; % of control where 0% means no effect; nearly all actives have a fitted effect of over 65% in size
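Steps: seed AREc32_Fluc cells (1000/well, 5% FBS OPTI-MEM); incubate overnight at 37 deg C; add 23 nL compound; incubate 24 hr; add Steady-Glo; hold 30 min RT; read luminescence.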
TGFb SMAD3 inh: blocks TGF-b signaling | HepG2 CAGA-GFP TGF-b/SMAD3 reporter, GFP fluorescence, 18 h; TGF-beta stimulated, 500 pg/mL final | AID 588855 | Potency, µM (titrated, usually from 46.1 µM), for inactives: at the highest dose activity, negative = inhibition, most hits filed as inhibitors | actives 1.2% (n = 410,000); further: potency means the concentration at half of the fitted maximal effect; on the % scale 0 is the no-effect control and ±100 the full control effect; nearly all actives have a fitted effect of over 65% in size
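First, reporter cells (HEPG2 CAGA-GFP) rested 2 h at 37 degrees C. Next, compounds were pinned in and TGF-beta added to 500 pg/mL final. After 18 h, GFP was imaged per cell and summed per well.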
CCT chaperon mod: modulators of cytosolic chaperonin (CCT/TRiC) activity; AID 651819; purified chaperonin ATPase assay, HTRF ADP detection, 30 min; activity change, % (no concentration beside the values), hits read low; actives 0.3% (n = 360,000); in the data active means activity change below about -30%; further: on the % scale 0 is the no-effect control and ±100 the full control effect
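We incubate TRiC, 40 or 20 nM final, with library compounds at 76 uM and 10 uM ATP for 30 min at 37 °C. ADP formed is detected with Transcreener HTRF reagents after 30 min at room temperature.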
ATXN viability: cell viability loss in ATXN counter-screen; S2 cells (HEK-293 line with an ATXN2-luciferase reporter) viability, CellTiter-Fluor protease fluorescence, 24 h; Potency, µM (highest dose often 56.7 µM), most hits filed as cytotoxic; actives 0.49% (n = 400,000); further: potency means the concentration at half of the fitted maximal effect; nearly all actives have a fitted effect of over 40% in size
Nrf2 inh: blocks Nrf2 signaling; A549 ARE-Fluc reporter, luciferase luminescence, 18-24 h; Potency, µM (series often up to 46 µM), for inactives: at the top dose activity change, negative = inhibition, actives largely listed as inhibitors; actives 2.1% (n = 360,000); AID 504444; further: potency means the concentration at half of the fitted maximal effect; on the % scale 0 is the no-effect control and ±100 the full control effect; nearly all actives have a fitted effect of over 60% in size
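Reporter: ARE-Fluc in A549. Exposure: 18-24 h, 37 °C, 5% CO2, 5% FBS OPTI-MEM. Readouts: fluorescent cytotoxicity (CellTiter-Fluor), then luminescent Nrf2 signal after BugLite.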
Active calls of the source: *; i = inactive; u = inconclusive; x = not tested or not shown; & = joins results of further samples; [ ] = remark or other dose. Unless noted, the call rests on the fitted dose curve; in most records, active means well fitted curve in the direction sought with a large enough effect; inconclusive means small, poorly fitted or top-dose-only effect, or another doubt; inactive means no such curve, though single readings can be large; an effect the other way counts as inactive or inconclusive.

#	Structure	HepG2 viability	A549 viability	pAkt inh	Mm-Cpn inhibitor	Nrf2 ARE act	TGFb SMAD3 inh	CCT chaperon mod	ATXN viability	Nrf2 inh
1	O=C1CCCC2=C1C(c1ccccc1)CC(=O)N2c1ccc(F)cc1F (centres undefined)	-59%	2%	i	0%	-0.9%	-21%	1.6	i	3%
2	COc1ncccc1-c1nnn(-c2ccc(C)cc2)n1	-42%	6%	i	x	u	-3%	-0.6	i	u
3	COc1cc(C2C(C#N)=C(N)Oc3cc4c(cc32)OCO4)cc(OC)c1OC (centres undefined)	6%	u	i	-3%	3.8%	u	-1.2	i	4%
4	CCc1cc(C(=O)c2ccc(OC)cc2)c(NC(=O)CCC(=O)O)s1	5%	-2%	i	-1%	-0.1%	-2%	-3.2	i	u
5	CCCCC[C@@H]1C=C(C(=O)O)[C@H](c2ccc(Br)cc2)N1S(=O)(=O)c1ccc(C)cc1	-47%	-2%	i	4%	2.7%	u	1.8	i	-20%
6	COC(=O)c1cc(C(=O)OC)n(Cc2ccc(Cl)cc2Cl)n1	-16%	1%	i	1%	-0.5%	14%	-0.9	i	16%
7	CN(C)c1cc[n+](CC[n+]2ccc(N(C)C)cc2)cc1	9%	-4%	i	1%	-0.4%	-2%	1.1	i	-7%
8	C=CCOc1ccc(/C=C\c2nc(O)c([N+](=O)[O-])c(=O)[nH]2)cc1OC	-63%	-27%	i	-4%	-0.5%	-13%	-2.2	u	1%
9	O=C(CC[C@H]1O[C@@H](n2cnc3c(NC(=O)c4ccccc4)ncnc32)[C@H](O)[C@@H]1O)N[C@@H](CO)c1ccccc1	18%	x	i	x	0.6%	-6%	0.2	i	x
10	N#CC1=C(SCC(=O)NCc2ccccc2)NC(=O)CC1c1ccco1 (centres undefined)	-4%	8%	i	1%	0.0%	-4%	-0.4	i	0%
11	COc1ccc(C(=O)Nc2cc3c(cc2N2CCOCC2)n(C)c(=O)n3C)cc1OC	5%	4%	i	-1%	0.2%	10%	0.6	i	2%
12	CCCc1nc(N)c(C#N)c(N)c1C#N	-13%	-4%	i	2%	2.5%	32%[activator]	1.0	i	-4%
13	CN(C)CCCNc1nc2cc(-c3cncnc3)sc2c(=O)n1C	13%	x	i	x	-0.8%	20%	0.9	i	x
14	CCCCN(CC)C(=O)C1CCC(CNS(=O)(=O)c2cccc3nsnc23)CC1 (centres undefined)	-18%&36%	1%&-30%	i	-3%	1.7%&6.5%	-7%&15%	-2.1	i	-2%&-28%
15	CCC(C(=O)Nc1cc(OC)ccc1OC)n1nc(-c2ccccc2)c2c(c1=O)CCCC2 (centres undefined)	-20%	u	x	x	7.4%	u	x	u	u
16	O=C(Cn1nc(CNc2ccc(Cl)cc2)[n+]2c1CCCCC2)c1ccc(Br)cc1	-37%	-5%	i	-1%	2.0%	0%	-4.2	i	-3%
17	O=C(CSc1nc2ccccc2c(=O)n1CCCN1CCOCC1)NCCc1ccccc1	2%	1%	i	-1%	3.2%	2%	-1.2	i	2%
18	Cc1cccc(C)c1NC(=S)NC(=O)c1cccc(Cl)c1	-3%	x	i	x	u	3%	-1.5	i	x
19	CNC(=O)Nc1cccc(C(F)(F)F)c1	-36%	0%	i	2%	-0.4%	-1%	0.0	i	5%
20	O=C(NC1CCCCC1)c1cccc2c1C(=O)c1ccc(N3CCCC3)cc1S2(=O)=O	0%	-8%	i	1%	0.3%	15%	-0.3	i	5%
21	CC1(C)OC(=O)N(c2ccccc2)C12C=Cc1c(ccc3ccccc13)O2 (centres undefined)	-41%	-1%	i	0%	0.5%	-27%	-2.4	i	u
22	COC(=O)c1cc(Br)c(=O)n(CCN2CCCC2)c1	-7%	-2%	i	-1%	0.6%	25%	-2.2	i	-15%
23	COc1cc(NC(=O)Cc2cccs2)cc(OC)c1	24%	1%	i	-1%	-0.3%	10%	-0.1	i	13%
24	O=C(NN=Cc1ccccc1Cl)c1cccc2ccccc12	-15%	1%	i	x	13%	-7%	1.3	i	2%
25	Cc1cc(C)n2nc(N)nc2n1	-3%	2%	i	x	-0.2%	-5%	-2.1	i	-1%
26	Cc1cnnn1-c1ccc(C(=O)CCl)cc1	-6%	18%	i	1%	1.3%	-1%	-4.6	i	16%
27	CCC(C)[C@H](NC(=O)NCc1ccc(S(N)(=O)=O)cc1)C(=O)OC (some centres undefined)	0%	0%	i	-1%	-0.1%	-6%	-20	i	-4%
28	Cc1nc(NC(=O)CSc2nncs2)c(Cl)cc1Cl	-2%	8%	i	0%	0.2%	12%	0.0	i	7%
29	CCCCn1nnnc1SCC(=O)NC1CCCCC1	4%	-4%	i	0%	0.1%	13%	-2.8	i	u
30	O=C(NCc1ccncc1)/C(=C/c1cccc([N+](=O)[O-])c1)NC(=O)c1ccccc1	-16%	-1%	i	1%	-0.5%	-10%	0.2	i	-7%
31	CC1CN(C(=O)CCc2ccccc2)C(C)CN1C(=O)CCc1ccccc1 (centres undefined)	3%	-9%	i	2%	0.4%	3%	-2.4	i	-8%
32	C[C@H]1CN([C@@H](C)CO)C(=O)CCCn2cc(nn2)CO[C@@H]1CN(C)C(=O)OCc1ccccc1	-1%	x	i	x	-0.2%	4%	-0.2	i	x
33	C=CCSc1nc(C)c(CCCC)c(=O)[nH]1	0%	2%	i	-1%	0.6%	8%	0.7	i	-7%
34	COc1cccc(NC(=O)CNC(=O)c2cccs2)c1	-55%	-2%	i	1%	4.5%	0%	-1.2	i	u
35	O=C1C2CC=C(Cl)CC2C(=O)N1CC1OCCc2ccccc21 (centres undefined)	-6%	-8%	i	-1%	2.2%	2%	-2.0	i	u
36	c1ccc2c(-c3ccc(OCCN4CCCCC4)cc3)c(-c3ccsc3)sc2c1	-21%	-2%	i	-8%	2.8%	-2%	-1.5	x	10%
37	O=C(Nc1nc2ccccc2[nH]1)c1cccc(F)c1	-38%	0%	i	1%	u	2%	-2.5	i	u
38	O=C(O)C1CCC(Cn2c(SCc3cc(=O)n4cc(Cl)ccc4n3)nc3ccsc3c2=O)CC1 (centres undefined)	28%	0%	i	0%	-0.9%	1%	0.0	i	u
39	N=c1c(C(=O)NCC2CCCO2)cc2c(=O)n3ccccc3nc2n1Cc1ccc(F)cc1 (centres undefined)	-15%	u	i	-2%	-0.9%	9%	-4.3	x	5%
40	COc1cccc(C(=O)Nc2ccc(C(=O)O)cc2)c1	-33%	0%	i	-2%	-0.4%	-3%	-0.4	i	11%
41	Cc1ccc(CNC(=O)COC(=O)CSc2cc(C)c(Br)cc2C)cc1	-53%	5%	i	1%	-2.2%	10%	-0.5	i	4%
42	COC(=O)/C=C(\C)NC(=O)c1ccc(F)cc1	0%	1%	i	1%	2.0%	7%	0.6	i	6%
43	CCCc1cc(=O)[nH]c(SCC(=O)N(C)CC(=O)Nc2ccccc2CC)n1	9%	-1%	i	1%	0.4%	-5%	-2.2	u	-9%
44	CCOc1ccc(NC(=O)CC2C(=O)N(c3ccccc3)C(=O)N2Cc2ccccn2)cc1 (centres undefined)	-11%	-12%	i	-4%	2.0%	32%[activator]	-4.4	i	13%
45	CC1(C)Oc2ccc3ccc(=O)oc3c2[C@@H](O)[C@H]1O	-2%	-2%	i	-9%	-0.9%	15%	0.2	i	-13%
46	O=C(Nc1nnc(-c2ccco2)o1)c1ccc(Cl)cc1	-28%	-15%	i	2%	10%	5%	-2.4	i	u
47	COc1cc(/C=N/NC(=O)C(=O)NCc2cccnc2)cc(OC)c1OC	-15%	11%	i	0%	-1.0%[9.22 µM]	-19%	-5.3	i	1%
48	CCN(C(=O)c1c([N+](=O)[O-])cnn1C)c1ccccc1	-2%	x	i	x	-0.4%	-7%	0.6	i	x
49	Nc1ccc(-n2nc(C(F)(F)F)cc2C(F)(F)F)cc1	9%	4%	i	2%	-0.1%	-20%	-3.8	i	7%
50	CCOc1ccc(S(=O)(=O)NCCC(=O)NCC(c2cccs2)N(C)C)cc1 (centres undefined)	-3%	-1%	i	0%	2.1%	-16%	-3.2	u	u
51	COCc1nnc(NC(=O)c2ccccc2[N+](=O)[O-])s1	-6%	2%	i	0%	-0.4%[9.22 µM]	-23%	-0.7	u	3%
52	CC(C)OCC(O)CN1CCN(CCN2C(=O)c3cccc4cccc(c34)C2=O)CC1 (centres undefined)	-27%	-19%	x	-1%	5.6%	-10%	-2.5	u	-11%
53	CC(C)(C)NC(=O)COc1coc(CN2CCN(Cc3ccccc3)CC2)cc1=O	-2%	2%	i	-1%	-0.5%	0%	0.8	i	1%
54	O=C(Cn1cnc2ccccc2c1=O)OCC(=O)c1ccc2c(c1)OCCO2	-4%	1%	i	-3%	3.2%	9%	-0.6	u	16%
55	COC(=O)c1cccc(NS(=O)(=O)c2ccc(NC(C)=O)cc2)c1C	7%	-5%	x	2%	0.3%	-16%	-0.2	x	-4%
56	CCOC(=O)c1nn(-c2ccc(F)cc2)c2nc(CC(C)C)c(C#N)c(=O)n12	-1%	x	i	-1%	-0.2%	5%	0.7	i	3%

Part of the list above, set out differently:
Results follow in this order: HepG2 viability | A549 viability | pAkt inh | Mm-Cpn inhibitor | Nrf2 ARE act | TGFb SMAD3 inh | CCT chaperon mod | ATXN viability | Nrf2 inh
[16] O=C(Cn1nc(CNc2ccc(Cl)cc2)[n+]2c1CCCCC2)c1ccc(Br)cc1
 : -37% | -5% | i | -1% | 2.0% | 0% | -4.2 | i | -3%
[52] CC(C)OCC(O)CN1CCN(CCN2C(=O)c3cccc4cccc(c34)C2=O)CC1 (centres undefined)
 : -27% | -19% | x | -1% | 5.6% | -10% | -2.5 | u | -11%
